FXIa inh: inhibitors of human coagulation factor XIa | AID 798 | actives 0.14% (n = 220,000) | inhibition, % at 5 µM | P03951 | purified FXIa, Boc-Glu-Ala-Arg-AMC fluorogenic substrate;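 active means inhibition of at least 40%; inactive means inhibition below 40%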;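 further: fluorescence of freed AMC excited at 355 nm; 0% = enzyme without compound and 100% = no enzyme blank; many of its hits are not listed in these tables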
Wee1 stabilizer: blocks degradation of human Wee1 kinase. P30291. HeLa Luc-Wee1K328M stability, luciferase luminescence; 100% = proteasome inhibitor MG132 effect. reporter increase, % at 5 µM. actives 1.2% (n = 220,000). AID 1321;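 active means activation above the mean of all tested compounds plus 3 SD, set per screening run, cut at about 8.8% in these data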;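 further: cells exposed to compound for 20 h before luminescence read; 0% = DMSO alone and 100% = MG132 at 30 µM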
Runt-SMMHC FRET: blocks binding of human RUNX1 Runt domain to CBFb-SMMHC; Q01196+Q13951; Cerulean-Runt/Venus-CBFb-SMMHC FRET ratio 530/480, 1 h; inhibition, % at 20 µM; actives 0.74% (n = 220,000); AID 1434;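 active means mean inhibition across duplicate retests at 20 µM reaching about 50%, limit read from the data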;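 further: 0% = DMSO wells and 100% = wells with excess untagged CBFb-SMMHC; inhibitors lower the FRET ratio by blocking Runt binding to CBFb-SMMHC; some results filed as inactive read as strong as hits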
14-3-3 Bad PPI: disrupts binding of bovine 14-3-3 zeta to phospho-Bad peptide. AID 781. P63103. actives 0.71% (n = 220,000). inhibition, % at 21.7 µM. TR-FRET 14-3-3zeta/Dy647-pBad peptide displacement, 1 h;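 active means inhibition above about 70%, limit read from the data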;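 further: 0% = full 14-3-3 plus peptide FRET controls and 100% = background without 14-3-3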
Target sequence (P63103 whole entry, looked up): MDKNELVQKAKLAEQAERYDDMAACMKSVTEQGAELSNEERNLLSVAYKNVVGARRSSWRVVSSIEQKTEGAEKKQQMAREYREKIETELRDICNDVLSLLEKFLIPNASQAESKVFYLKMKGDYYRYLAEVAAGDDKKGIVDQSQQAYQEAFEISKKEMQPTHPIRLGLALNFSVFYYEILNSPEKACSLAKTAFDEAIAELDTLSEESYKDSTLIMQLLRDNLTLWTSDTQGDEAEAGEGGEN
FXIIa inh: factor XIIa (human) inhibition; AID 800; inhibition, % at 5 µM; actives 0.3% (n = 220,000); purified FXIIa, Boc-QGR-AMC fluorogenic substrate, 2 h; P00748; in the data active means inhibition above about 40%;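 further: 0% = enzyme with no compound and 100% = blank without enzyme; many of its hits are not listed in these tables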
Target sequence (P00748 20-372 limits assumed): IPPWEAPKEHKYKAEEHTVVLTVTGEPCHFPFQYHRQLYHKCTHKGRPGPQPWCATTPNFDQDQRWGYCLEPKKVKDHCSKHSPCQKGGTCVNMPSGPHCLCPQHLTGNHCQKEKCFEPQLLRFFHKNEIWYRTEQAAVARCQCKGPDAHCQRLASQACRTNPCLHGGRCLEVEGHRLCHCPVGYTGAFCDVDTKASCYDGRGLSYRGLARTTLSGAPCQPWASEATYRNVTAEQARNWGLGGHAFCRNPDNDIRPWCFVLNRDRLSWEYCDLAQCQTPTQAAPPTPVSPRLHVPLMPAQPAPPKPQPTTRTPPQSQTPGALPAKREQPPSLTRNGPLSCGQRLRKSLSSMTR
Target sequence (P00748 373-615 limits assumed): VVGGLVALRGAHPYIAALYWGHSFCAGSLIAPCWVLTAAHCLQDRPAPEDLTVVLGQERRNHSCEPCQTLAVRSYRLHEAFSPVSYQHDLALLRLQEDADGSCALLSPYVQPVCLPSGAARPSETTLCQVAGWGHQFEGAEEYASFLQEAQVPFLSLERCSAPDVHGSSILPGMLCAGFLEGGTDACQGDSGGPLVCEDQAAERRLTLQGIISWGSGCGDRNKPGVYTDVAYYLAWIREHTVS
thrombin 1536: thrombin (human) inhibition; alpha-thrombin, Boc-VPR-AMC fluorogenic substrate cleavage; inhibition, % at 5 µM; actives 0.26% (n = 220,000);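 active means inhibition at or above 40%; inactive means inhibition below 40%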;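 further: 0% = enzyme with no compound and 100% = wells without enzyme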
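Assay system: human alpha-thrombin enzyme. Reagent: Boc-VPR-AMC substrate, 15 µM final. Compound dosing: one concentration per compound, 5 µM, with 0.2% DMSO. Incubation: room-temperature reaction. Technique: AMC fluorescence, 355/460 nm. Measure: % inhibition relative to enzyme controls and enzyme-free blanks.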
Runt-CBFb FRET: blocks binding of human RUNX1 Runt domain to CBFb; Q01196+Q13951; Cerulean-Runt/Venus-CBFb FRET ratio 530/480, 1 h; inhibition, % at 20 µM; actives 0.46% (n = 220,000); AID 1496;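 active means inhibition over about 50% at 20 µM in the single-dose screen, limit read from the data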;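 further: 0% = DMSO wells and 100% = excess unlabeled CBFb competitor control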
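System: Cerulean-labeled Runt domain protein | Quantity: 100 nM of each labeled protein | Schedule: 1 h compound exposure, room temperature | Detection: Fluorescence energy transfer, 422 nm excitation, 530/480 nm emission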
KLK5 inh: kallikrein 5 (human) inhibition; AID 873; recombinant hK5, fluorogenic AMC substrate cleavage; Q9Y337; actives 0.59% (n = 210,000); inhibition, % at 5 µM;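 active means inhibition of 40% or more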;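 further: 0% = enzyme controls without compound and 100% = no-enzyme blanks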
Hck-Nef inh: human Hck-Nef kinase inhibition. P08631. Recombinant Hck-YEEI plus Nef, Z-Lyte FRET kinase assay. inhibition, % at 20 µM. actives 0.68% (n = 220,000). AID 463187;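 active means Hck-Nef kinase inhibition above about 50%, limit read from the data; inactive means inhibition below that limit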;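 further: 0% = DMSO with Hck plus Nef and 100% = Hck alone without Nef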
* marks the source's active call; other numbers are inactive results; . = not tested or not shown; [ ] = dose if it differs, or a comment. Not all compounds are listed; rates above refer to the full screens.

SMILES	FXIa inh	Wee1 stabilizer	Runt-SMMHC FRET	14-3-3 Bad PPI	FXIIa inh	thrombin 1536	Runt-CBFb FRET	KLK5 inh	Hck-Nef inh
NC(=O)CSP(=O)(c1ccccc1)c1ccccc1	19	-1	-3	41[fluorescence artefact?]	19	-5	-3	-12	-1
CCN(CC)C1=NC(=[N+](CC)CC)c2ccccc21	1	-3	3	7	10	-2	3	18	0
C=CCNC(=S)Nc1ccc(OC(=O)Nc2ccc(Cl)c(Cl)c2)cc1	5	-1	-3	-1	7	2	2	8	15
C=Cn1ccnc1P(=S)(c1c(C)nn(-c2ccccc2)c1C)c1nccn1C=C	0	-2	1	-10	11	3	-3	-16	1
CCN(CC)CCCN=Cc1c(O)n(CCc2ccc(OC)c(OC)c2)c(=O)[nH]c1=O	12	0	1	-10	31	5	-3	-11	41
CC(CCc1ccccc1)NC(C)C(O)c1ccc(O)cc1 (stereo not drawn)	12	-2	1	-4	17	0	-2	-7	1
CCOP(=O)(OCC)C(NC(=O)c1cccc2ccccc12)C(Cl)(Cl)Cl (stereo not drawn)	16	3	-4	8[fluorescence artefact?]	8	0	1	-3	2
O=C1NC(=O)N(Cc2ccco2)C(=O)/C1=C\c1ccc(-c2ccc(F)cc2)o1	4	1	20	2	11	1	16	5	59*
Cc1onc(-c2c(Cl)cccc2Cl)c1/C(N)=N/OC(=O)N(C)C	1	0	0	-14	7	-5	1	0	14
CCc1ccc(NC(=O)C(C)OC(=O)c2c(C)nn(Cc3ccccc3)c2Cl)cc1 (stereo not drawn)	19	3	0	0[fluorescence artefact?]	22	-9	-2	3	0
CN1CCN(CCOC2c3ccccc3CSc3ccc(Cl)cc32)CC1 (stereo not drawn)	9	0	4	-4	8	1	-1	-5	-3
Cn1nnc(CC[N+](C)(C)C)n1	56*	0	-3	-1	27	43*	0	38	-1
CC(C)n1c(O)c(C=NCc2ccccc2)c(=O)[nH]c1=S	5	-2	0	0	6	-4	-2	-8	18
CCOc1ccc(N2C(=O)NC(=O)/C(=C\c3ccc(N4CCCCC4)o3)C2=O)cc1	7	6	-85	-7	4	4	-30	3	2
COc1ccc(C(=O)CN2CCOCC2)cc1F	6	-2	0	6	-7	-2	0	7	1
Cn1c(O)c(C=NCCN2CCOCC2)c(=O)[nH]c1=S	-2	2	0	4	4	-5	0	2	22
Nc1ccc(N=Nc2ccccc2)cc1	0	-3	-2	-11	4	.	-3	0	25
NC(=S)c1cn(C2OC(CO)C(O)C2O)c2ncnc(N)c12 (stereo not drawn)	-11	0	12	-5	12	-3	35	11	95*
Nc1c(C(=O)NCc2ccco2)c2nc3ccccc3nc2n1Cc1ccc(F)cc1	-4	2	74*	.	5	-1	16	-25	57*
COc1ccc(Cn2c(O)c(/C=N/NC(=O)c3ccccc3O)c(=O)[nH]c2=O)cc1	7	1	0	0[fluorescence artefact?]	4	-6	4	-88	0
CN1CCC(c2c[nH]c3ccccc23)C1 (stereo not drawn)	-1	0	-2	-8	8	-1	3	0	7
CCOC(=O)C1=C(N)OC2=C(C(=O)CCC2)C12C(=O)N(C)c1ccccc12 (stereo not drawn)	-3	-1	-1	-1	2	-11	0	-2	17
Cc1ccc(-c2ccc(=O)n(CCC(=O)N3CCC4(CC3)OCCO4)n2)cc1	1	-3	-2	1	6	26	2	2	11
Cc1cccnc1-n1c(-c2ccco2)nc2ccccc2c1=O	-12	-3	-4	7	20	1	2	10	0
CC1CCN2c3nc4ccccn4c(=O)c3CC3(C(=O)N(C)C(=O)N(C)C3=O)C2C1 (stereo not drawn)	1	-1	4	1	8	1	1	-23	1
CCC(CO)NC(=O)C1C=C2c3cccc4[nH]cc(c34)CC2N(C)C1 (stereo not drawn)	-1	6	-12	-2	1	-5	-39	0	13
O=C(N/N=C/C1C(=O)NC(=S)N(c2ccccc2)C1=O)c1cc(Br)c(O)c(Br)c1 (stereo not drawn)	1	4	-16	-17	5	2	6	-12	20
COc1cc2c(cc1OC)CN(c1ccc([N+](=O)[O-])c(C(F)(F)F)c1)CC2	13	-4	-6	5	5	-3	2	-6	11
Cc1ccc2c(c1)CC1(CN2C)C(=O)NC(=O)N(c2cccc(C)c2C)C1=O (stereo not drawn)	-2	-3	9	-7	12	-10	4	-11	0
CCCCn1c(O)c(C(C)=NCc2cc(OC)cc(OC)c2)c(=O)[nH]c1=O	-5	-1	-2	-1	-5	-10	-6	-15	1
COc1ccccc1N1C(=O)NC(=O)C(CCc2ccncc2)(CCc2ccncc2)C1=O	-14	-2	3	-9	9	1	-1	-4	-2
O=[N+]([O-])c1cccc2c([As](=O)(O)O)cccc12	8	-1	-3	19	5	-1	-1	10	-5
CCOP(=O)(OCC)C(Cc1ccccc1)NC(C)=O (stereo not drawn)	1	-1	2	-2	11	-3	0	3	20
O=c1[nH]c(=S)n(C2CCCCC2)c(O)c1/C=N/N1CCOCC1	8	-3	-1	-10	13	18	-2	7	-2
CCN(CC)CCN=C(C)c1c(O)n(-c2ccccc2OC)c(=O)[nH]c1=O	21	-1	-2	-8	29	4	-1	-10	3
CC1=C(C(=O)O)N2C(=O)C(NC(=O)Cc3ccccc3)C2SC1 (stereo not drawn)	0	4	-1	1	9	0	4	-2	28
c1ccc(C2=NP(N3CCOCC3)(N3CCOCC3)=NC(N3CCOCC3)=N2)cc1	2	2	0	-13	8	5	0	-1	5
O=C(C(=O)N1CCOCC1)c1cn(Cc2c(F)cccc2Cl)c2ccccc12	-2	1	-4	0	5	-4	1	.	4
CC(=NCCN1CCCCC1)c1c(O)n(-c2ccc(Cl)cc2)c(=O)[nH]c1=O	3	2	4	7	8	-1	-1	-3	0
Cc1cccn2c(=O)c3c(nc12)N1CCC(Cc2ccccc2)CC1C1(C3)C(=O)N(C)C(=O)N(C)C1=O (stereo not drawn)	9	0	-2	-3	21	9	-11	23	1
COc1ccc(N=C(C)c2c(O)n(C)c(=O)n(C)c2=O)c(OC)c1	3	-3	-9	-1	-4	5	0	-9	2
COC1=CCC2([N+](=O)[O-])CN(C)CC1([N+](=O)[O-])C2 (stereo not drawn)	5	-3	-3	1	5	-6	0	-4	0
c1ccc2c(CN3CCCCC3)c[nH]c2c1	14	-1	-1	0	31	2	0	29	-28
Cc1ccccc1-c1nc(CS(=O)CC(=O)N2CCC3(CC2)OCCO3)c(C)o1 (stereo not drawn)	2	-2	-4	-6	21	1	1	-13	4
ON1C2CCCCC2N(O)C1c1ccccc1F (stereo not drawn)	-6	0	-2	-6[fluorescence artefact?]	-4	-5	0	1	0
CCN1CCC2(CC1)NC(=O)c1ccccc1O2	-6	6	0	-4	6	-3	0	.	5
Cc1cc(C(=O)N2CCC3(CC2)OCCO3)cs1	-12	1	0	8[fluorescence artefact?]	13	-5	0	-30	-1
COCCCn1c(N)c(C(=O)Nc2ccccc2)c2nc3ccccc3nc21	-3	-1	16	-4	2	-5	7	0	16
COc1ccc(C(=O)CN2CCCCC2)cc1	1	-3	6	11	12	0	3	-3	13
CC(=O)C1C2c3ccccc3OC1(C)N=c1s/c(=C/c3cnn(C)c3)c(=O)n12 (stereo not drawn)	8	-1	4	1	19	1	8	-1	1
N=C1c2ccccc2CN1NC(=O)c1ccc(Br)cc1	8	0	3	2[fluorescence artefact?]	14	0	0	-6	-20
CC/C(=N\NC(N)=O)c1c(O)[nH]c(=O)[nH]c1=O	-3	-3	-1	-3	11	0	0	3	21
CC(=NCc1ccco1)c1c(O)n(-c2ccccc2)c(=O)[nH]c1=O	0	-4	2	-1	14	-1	-1	-36	1
CCN1CCN(Cc2cc(Br)ccc2O)CC1	-7	5	-5	41[fluorescence artefact?]	22	5	0	11	2
Fc1ccccc1CCNCc1cccc2ccccc12	1	1	2	-18[fluorescence artefact?]	4	-2	0	-21	4
CCC(=NCc1cccnc1)c1c(O)n(-c2ccccc2)c(=O)[nH]c1=O	-4	-4	-6	6	-1	-7	4	-5	9
Nc1c(C(=O)OCC2CCCO2)c2nc3ccccc3nc2n1Cc1cccs1 (stereo not drawn)	10	4	85*	1	10	3	28	-9	30

Ordered by count of non-hydrogen atoms (smallest number first): part of the list above
SMILES	FXIa inh	Wee1 stabilizer	Runt-SMMHC FRET	14-3-3 Bad PPI	FXIIa inh	thrombin 1536	Runt-CBFb FRET	KLK5 inh	Hck-Nef inh
CN1CCC(c2c[nH]c3ccccc23)C1 (stereo not drawn)	-1	0	-2	-8	8	-1	3	0	7
c1ccc2c(CN3CCCCC3)c[nH]c2c1	14	-1	-1	0	31	2	0	29	-28
CCN1CCN(Cc2cc(Br)ccc2O)CC1	-7	5	-5	41[fluorescence artefact?]	22	5	0	11	2
CCN1CCC2(CC1)NC(=O)c1ccccc1O2	-6	6	0	-4	6	-3	0	.	5
CCN(CC)C1=NC(=[N+](CC)CC)c2ccccc21	1	-3	3	7	10	-2	3	18	0
CC(C)n1c(O)c(C=NCc2ccccc2)c(=O)[nH]c1=S	5	-2	0	0	6	-4	-2	-8	18
CC(CCc1ccccc1)NC(C)C(O)c1ccc(O)cc1 (stereo not drawn)	12	-2	1	-4	17	0	-2	-7	1
CC1=C(C(=O)O)N2C(=O)C(NC(=O)Cc3ccccc3)C2SC1 (stereo not drawn)	0	4	-1	1	9	0	4	-2	28
COc1ccc(N=C(C)c2c(O)n(C)c(=O)n(C)c2=O)c(OC)c1	3	-3	-9	-1	-4	5	0	-9	2
COc1cc2c(cc1OC)CN(c1ccc([N+](=O)[O-])c(C(F)(F)F)c1)CC2	13	-4	-6	5	5	-3	2	-6	11
CC(=O)C1C2c3ccccc3OC1(C)N=c1s/c(=C/c3cnn(C)c3)c(=O)n12 (stereo not drawn)	8	-1	4	1	19	1	8	-1	1
O=C(N/N=C/C1C(=O)NC(=S)N(c2ccccc2)C1=O)c1cc(Br)c(O)c(Br)c1 (stereo not drawn)	1	4	-16	-17	5	2	6	-12	20
Cc1cccn2c(=O)c3c(nc12)N1CCC(Cc2ccccc2)CC1C1(C3)C(=O)N(C)C(=O)N(C)C1=O (stereo not drawn)	9	0	-2	-3	21	9	-11	23	1

Source: PubChem (several laboratories)
